Pol beta inh: DNA polymerase beta (human) inhibition; P06746; Pol beta primer extension/strand displacement, fluorescence kinetic; Potency, µM (doses to about 114 µM), without a hit: top-dose activity change, negative = inhibition, actives largely listed as inhibitors; actives 1.3% (n = 340,000); AID 485314; also: potency is read from the fitted curve at half-maximal effect; % is scaled to controls: 0 for no effect and ±100 for the full control effect
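Homogeneous kinetic assay of primer extension and strand displacement by 10 nM Pol beta, preincubated 15 min at room temperature with compound before 50 nM substrate (final) was added. Read at 0 and 10 min; four-parameter Hill fit.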
Anesthetic bind: candidate novel general anesthetic via apoferritin binding. P02791. apoferritin/1-aminoanthracene competitive binding, fluorescence. Potency, µM (titrated, usually from 77.5 µM), without a hit: at the top dose activity change, negative = displacement, most hits filed as inhibitors. actives 0.074% (n = 350,000). AID 485281; also: potency is read from the fitted curve at half-maximal effect; % is scaled to controls: 0 for no effect and ±100 for the full control effect; nearly all actives have a fitted effect of over 20% in size
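Steps: apoferritin (10 uM) was premixed with half-saturated 1-AMA in PBS, compounds were pin-transferred, plates stood 10 min at room temperature, fluorescence was read at 380/535 nm, and curves were fitted with a Hill equation.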
ERG-DNA inh: ERG Ets/DNA interaction inhibition; P11308; fluorescence polarization, His-ERG Ets domain / labelled DNA; Potency, µM (top dose mostly 76.9 µM), for inactives: at the top dose FP activity, negative = inhibition, hits mostly inhibitors; actives 0.028% (n = 370,000); AID 624246; active = well fitted inhibition curve with a large enough effect in the polarisation, with a control signal flat; inconclusive = small, poorly fitted or top-dose-only effect, or effect the other way, or a change in a side signal; inactive = no such curve, though single readings can be large or run the other way; the % refers to the polarisation;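 also: polarization taken with two DNA probes labelled with fluorescein and Texas red; potency is read from the fitted curve at half-maximal effect; % of control where 0% means no effect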
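His-tagged ERG Ets domain (1 uM in the protein solution; 300mM KCl, 50mM Tris-HCl, 1mM EDTA, 1mM DTT, pH 7.5) received compound, then a probe mix of 5 nM fluorescein-DNA and 100nM Texas-615-DNA. Fluorescence polarization was read for both dyes.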
LDHA block: inhibitors of human lactate dehydrogenase A. P00338. actives 0.15% (n = 480,000). purified LDHA, NADH/diaphorase-resazurin fluorescence; hits give low values. activity change, % (values are at about 110 or 230 µM); in the data active = activity change below about -30%; inconclusive = mostly about -25% to -30%;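 also: plate controls were DMSO wells for no effect and wells without enzyme for full effect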
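Resorufin fluorescence (ex540/em590), read at 0 and 20 min after diaphorase/resazurin addition, reports the NADH left after a 5 min room-temperature reaction of 2 nM human LDH5 with 0.06 mM NADH and 0.2 mM pyruvate.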
RGS4 inhibitor: human RGS4 inhibition. Potency, µM (top dose mostly 114 µM), for the others: at the top dose activity change, negative = inhibition, most hits filed as inhibitors. Transcreener GDP fluorescence polarization, RGS4-accelerated GTP hydrolysis. actives 0.039% (n = 390,000); also: potency is read from the fitted curve at half-maximal effect; % is scaled to controls: 0 for no effect and ±100 for the full control effect; nearly all actives have a fitted effect of over 75% in size; some results filed as inactive show a strong effect at the top dose
Target sequence (P49798 whole entry, looked up): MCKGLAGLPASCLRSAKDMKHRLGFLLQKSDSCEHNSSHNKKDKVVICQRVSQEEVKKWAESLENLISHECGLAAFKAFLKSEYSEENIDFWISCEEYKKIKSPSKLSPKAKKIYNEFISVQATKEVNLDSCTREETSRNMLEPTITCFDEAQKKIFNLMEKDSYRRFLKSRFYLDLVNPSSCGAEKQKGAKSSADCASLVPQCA
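MLSMR compounds (23 nl, pin-transferred) preincubated 10 min at room temperature with a 500nM (2x) first reagent, then RGS4 at 900nM (2x) plus Transcreener GDP mix added; fluorescence polarization (620/688 nm) read before and after 90 min at 30 °C.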
ALOX12 inh: ALOX12 (human) lipoxygenase inhibition; purified 12hLO, xylenol orange hydroperoxide absorbance; AID 1671190; P18054; Potency, µM (series often up to 108 µM), without a hit: top-dose activity change, negative = inhibition, actives largely listed as inhibitors; actives 1.1% (n = 580,000); also: potency is read from the fitted curve at half-maximal effect; % is scaled to controls: 0 for no effect and ±100 for the full control effect
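Purified human 12hLO (150 nM final) in 25 mM Hepes, 0.01% Triton X-100, pH 7.0 was preincubated 15 min at room temperature with compound. Then 40 uM arachidonic acid was added, 30 min. Hydroperoxide was read by Fe-XO absorbance ratio 573/405 nm.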
APEX1 inh: APE1 (human) endonuclease inhibition. actives 0.35% (n = 350,000). P27695. Potency, µM (top dose mostly 65.8 µM), for inactives: at the highest dose activity change, negative = inhibition, most hits filed as inhibitors. recombinant APE1, TAMRA/BHQ-2 abasic DNA cleavage fluorescence;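 also: potency is read from the fitted curve at half-maximal effect; plate controls were vehicle for no effect and reference inhibitor for full effect; nearly all actives have a fitted effect of over 55% in size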
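Endonuclease cleavage of a quenched abasic-site DNA duplex (50 nM) by APE1 (0.75 nM) was tracked by TAMRA dequenching. Compounds were preincubated with enzyme 15 min at room temperature; data normalized to buffer-only and DMSO wells plus NSC13755 control.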
POLK inh: inhibitors of human DNA polymerase kappa; purified Pol kappa, fluorescent DNA synthesis assay, 10 min; Potency, µM (highest dose often 107 µM), for the others: at the highest dose activity, negative = inhibition, most hits filed as inhibitors; actives 0.53% (n = 400,000); AID 588579; also: potency is read from the fitted curve at half-maximal effect; % is scaled to controls: 0 for no effect and ±100 for the full control effect
Target sequence (Q9UBT6 whole entry, looked up): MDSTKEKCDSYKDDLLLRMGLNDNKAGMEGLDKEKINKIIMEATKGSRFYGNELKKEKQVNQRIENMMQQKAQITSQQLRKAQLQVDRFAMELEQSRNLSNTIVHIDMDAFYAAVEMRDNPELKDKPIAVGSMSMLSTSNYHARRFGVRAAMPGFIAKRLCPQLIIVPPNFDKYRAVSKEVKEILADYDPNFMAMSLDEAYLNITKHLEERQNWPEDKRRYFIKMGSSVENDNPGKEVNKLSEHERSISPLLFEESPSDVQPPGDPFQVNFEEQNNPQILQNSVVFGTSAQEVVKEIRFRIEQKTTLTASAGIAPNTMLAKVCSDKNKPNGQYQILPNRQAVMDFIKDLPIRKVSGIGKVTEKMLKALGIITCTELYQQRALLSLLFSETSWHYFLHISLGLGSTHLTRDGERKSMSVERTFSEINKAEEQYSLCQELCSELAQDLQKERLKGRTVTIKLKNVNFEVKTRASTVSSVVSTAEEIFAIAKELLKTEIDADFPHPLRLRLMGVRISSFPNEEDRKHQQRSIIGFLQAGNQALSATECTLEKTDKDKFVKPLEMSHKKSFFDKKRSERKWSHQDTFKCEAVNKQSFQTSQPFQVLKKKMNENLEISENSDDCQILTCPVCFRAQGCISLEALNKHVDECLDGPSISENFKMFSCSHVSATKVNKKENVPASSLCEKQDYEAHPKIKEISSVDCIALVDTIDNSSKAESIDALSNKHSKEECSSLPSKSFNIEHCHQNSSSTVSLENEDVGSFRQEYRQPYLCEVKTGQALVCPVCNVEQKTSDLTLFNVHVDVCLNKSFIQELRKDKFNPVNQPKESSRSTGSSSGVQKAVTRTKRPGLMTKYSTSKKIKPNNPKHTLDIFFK
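50 nM final substrate added after 15 min RT preincubation of 10 nM Pol kappa with compound; fluorescence read at 0 and 10 min.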
Pol eta inh: inhibitors of human DNA polymerase eta | Potency, µM (series often up to 114 µM), for inactives: top-dose activity change, negative = inhibition, actives largely listed as inhibitors | AID 588591 | actives 1.2% (n = 390,000) | recombinant Pol eta, fluorescent DNA replication assay | Q9Y253; also: potency is read from the fitted curve at half-maximal effect; % is scaled to controls: 0 for no effect and ±100 for the full control effect
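Pol eta at 10 nM preincubated with compounds 15 min at room temperature; reaction started with fluorescent substrate (50 nM final) and read kinetically at 0 and 10 min.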
* marks the source's active call; other numbers are inactive results; i = inactive; ? = inconclusive; nt = not tested or not shown; & = joins results of further samples; [ ] = remark or other dose. Unless noted, calls follow the shape of the dose curve; as a rule, active = well fitted curve in the direction sought with a large enough effect; inconclusive = small, poorly fitted or top-dose-only effect, or another doubt; inactive = no such curve, though single readings can be large; an effect the other way counts as inactive or inconclusive.

SMILES	Pol beta inh	Anesthetic bind	ERG-DNA inh	LDHA block	RGS4 inhibitor	ALOX12 inh	APEX1 inh	POLK inh	Pol eta inh
C#CCOCCOCCOCCNc1nc(N2CCN(C(=O)[C@H]([C@@H](C)CC)n3cc([C@@H](N)CC(C)C)nn3)CC2)nc(N2CCN(C(=O)[C@H](Cc3cc4ccccc4[nH]3)n3cc([C@@H](N)Cc4ccc(O)cc4)nn3)CC2)n1	-29%	-23%	6%	0	-18%	nt	1%	-8%	-15%
CCS(=O)(=O)c1nc(S(=O)(=O)c2ccc(C)cc2)c(NC(C)c2ccccc2)s1 (stereo not given)	?	54%[activator]	2%	-5	9%	-39%	nt	1%	-13%
COc1ccc(S(=O)(=O)N(CC(=O)NCCCN(C)C)c2ccc(C)cc2)cc1OC	-5%	-6%	-4%	-9	-8%	-7%	-4%	3%	4%
C=CCNC(=O)C1CC(=O)N(c2ccc(OCc3ccc(F)cc3)cc2)C1 (stereo not given)	22%	-11%	-2%	1	1%	11%	19%	2%	-12%
CCn1c2ccccc2c2nnc(SCC(=O)O)nc21	?	-10%	-2%	-5	-18%	?	nt	-22%	-11%
CC1(C)C(CSc2nc3ccccc3[nH]2)C1(Cl)Cl (stereo not given)	6%	?	-4%	-3	-7%	-5%	18%	-8%	-12%
COc1ccc(-c2cc3nc(C4CCN(C(=O)OC(C)(C)C)CC4)c(C(=O)O)cn3n2)cc1	15%	9%	4%	-5	6%	-8%	19%	1%	-9%
COc1ccccc1NC(=O)COc1ccc(/C=N/NC(=O)c2cccnc2)cc1	-15%	-6%	-10%	-6	9%	i	-5%	-1%	2%
S=c1nccc(-c2ccc(Cl)cc2)[nH]1	-27%	-3%	-4%	-6	?	13µM*	-5%	-15%	-1%
O=C(NC1c2ccccc2-c2ccccc21)N1CCCCC1	6%	-8%	nt	-4	24%	25%	1%	-5%	-4%
CCOC(=O)c1ccc(NC(=O)CCS(=O)(=O)c2ccc3c(c2)oc(=O)n3C)cc1	15%	4%	6%	-4	8%	-18%	nt	4%	-17%
CCOc1ccc(CN2C(=O)c3ccccc3C2C(=O)NCCc2ccc(OC)c(OC)c2)cc1 (stereo not given)	-1%	-11%	2%	-7	8%	0%	nt	-7%[60.1 µM]	-14%
COc1ccc2oc(C(=O)OCc3nnc(-c4ccccc4)o3)c(C)c2c1	nt	nt	-4%	-2	26%	-5%	14%	-13%	?
CC(=O)N1CCN(Cc2nc3cc(NC(=O)NC4CCCCC4)ccc3n2C)CC1	-1%	-7%	5%	3	36%	21%	-6%	-8%	-6%
COc1ccc(/C=C2/SC(=S)N(CCCC(=O)Nc3cccc(O)c3)C2=O)cc1	?	?	13%	-7	20%	-22%	-13%	-20%	1%

Reprinted from the part before: 2 entries; new compounds follow.
SMILES	Pol beta inh	Anesthetic bind	ERG-DNA inh	LDHA block	RGS4 inhibitor	ALOX12 inh	APEX1 inh	POLK inh	Pol eta inh
CC(=O)N1CCN(Cc2nc3cc(NC(=O)NC4CCCCC4)ccc3n2C)CC1	-1%	-7%	5%	3	36%	21%	-6%	-8%	-6%
COc1ccc(/C=C2/SC(=S)N(CCCC(=O)Nc3cccc(O)c3)C2=O)cc1	?	?	13%	-7	20%	-22%	-13%	-20%	1%
C=C(C)COc1ccc2c(C)c(C)c(=O)oc2c1OCC(=C)C	?	-23%	-16%	-2	23%	18%	-3%	-4%	4%
Cc1ccnc(NC(=O)CCC(=O)N(CC(=O)NC2CCCCC2)C2CCCC2)c1	31%	-4%	-4%	-3	6%	-17%	2%	5%	-11%
CC(NC(=O)CSc1n[nH]c(-c2ccccc2Cl)n1)c1nc2ccccc2[nH]1 (stereo not given)	-30%	-8%	-5%	12	-16%	-16%	nt	-6%[60.1 µM]	-19%
Nc1nc(CSc2nc3ccccc3s2)nc(N2CCCCC2)n1	3%	-14%	-5%	-8	6%	-14%	-5%	-9%	-15%
CC(C)Sc1nc2ccccc2n1CC(=O)O	-1%	1%	1%	-8	8%	?	3%	0%	-4%
c1ccc(CNc2ncnc3c2cnn3-c2ccccc2)cc1	31%	-10%	-9%	-8	33%	0%	0%	-9%	0%
CC(C)(C)c1ccc(C2Sc3ccccc3NC3=C2C(=O)c2ccccc23)cc1 (stereo not given)	1%	-8%	1%	1	-13%	-26%	nt	-6%	-19%
Cc1ccc2[nH]c(CNC(=O)c3ccc(F)cc3)cc2c1	24%	-4%	6%	-4	-28%	15%	-14%	-9%	-15%
CCOc1ccc(N2C(=O)CC(NCCNc3ccc([N+](=O)[O-])cn3)C2=O)cc1 (stereo not given)	?	-15%	-2%	-4	-14%	-9%	-6%	-3%	-12%
COc1ccc(C(=O)Nc2ccc(-c3nnc4n3CCCCC4)cc2)cc1OC	32µM*	-5%	-2%	-9	16%	-8%	nt	?	3%
N#CC(C#N)=c1ccc2c(c1)N1C3=C(CCCC3)CC3CCCCC31N=2 (stereo not given)	11%	-5%	3%	5	-5%	-1%	3%	-17%	-5%
COc1cc(/C=N/S(=O)(=O)c2ccccc2)cc(OC)c1O	0%	-18%	9%	11	-18%	-10%	51%[activator]	-1%	0%
CC(C)CC(=O)Nc1ccc2c(c1)nc(CCN1CCOCC1)n2C	34%	-1%	-3%	0	12%	1%	3%	5%	-7%
Cc1csc2nc(COC(=O)c3ccc(NC(=O)C(C)C)cc3)cc(=O)n12	-28%	-13%	0%	-11	-23%	?	nt	-14%[60.1 µM]	-10%
COCCn1c(N)c(C(=O)NCC2CCCO2)c2nc3ccccc3nc21 (stereo not given)	2%	nt	-1%	17	5%	-3%	?	-16%	?
CCCOc1ccc(-c2cc(C(=O)NCC3CCCO3)c3ccccc3n2)cc1 (stereo not given)	?	-19%	-5%	1&-14	7%	-19%&-17%	5%	-10%	-20%
CN1CCN(c2ccc(S(=O)(=O)N3CCCCC3)cc2NC(=O)/C=C/c2ccc(OC(F)F)cc2)CC1	nt	nt	-8%	1	?	?	14%	-6%	-16%
O=C(NCC1CCN(Cc2ccc(Cl)cc2)CC1)C1CCCN(c2ncnc3c2nc2n3CCCCC2)C1 (stereo not given)	76%	-8%	15%	-2	48%	?	12%	-14%	-8%
COCCCNC(=O)/C(C#N)=C/c1c(N2CCN(c3ccccc3)CC2)nc2c(C)cccn2c1=O	-3%	-5%	9%	1	12%	-123%	14%	5%	-11%
CCOC(=O)c1cccc(N2C(=O)C3C4C=CC(CC4)C3C2=O)c1 (stereo not given)	-2%	4%	13%	-7	7%	nt	2%	-7%	-5%
COc1ccc(-c2nc(CSCC(=O)NCCCN3CCCC3=O)c(C)o2)cc1OC	64%	-2%	1%	-2	-10%[11.4 µM]	-14%	25%	6%	-10%
COc1ccc(CNC(=O)CCC(=O)N2CCN(S(=O)(=O)c3cc([N+](=O)[O-])ccc3C)CC2)cc1	nt	nt	20%	-3	-12%	4%	?	-4%	-16%
Cc1nn(-c2ccccc2)c(Cl)c1C(=O)NCCCCNC(=O)c1c(C)nn(-c2ccccc2)c1Cl	-1%	-13%	-2%	-3	-4%	14%	0%	-18%	-7%
CCCCCCNc1c([N+](=O)[O-])c(=O)sc2ccccc12	17%	-7%	-10%	-6	-12%	-27%	13%	-14%	-20%
COc1ccc(C(=O)Oc2ccc(=O)n(-c3ccccc3)n2)cc1	-24%	?	6%	0	-5%	0%	4%	-1%	-17%
O=C(Nc1nnc(C2=COCCO2)o1)c1ccc(Cl)cc1	32%	-10%	-9%	4	-17%	40µM*	2%	-4%	-8%
COCCNC(=O)c1onc(CSc2ccc(C)c(C)c2)c1C(=O)O	32%[activator]	-9%	-15%	0	-4%	?	0%	10%	-10%
Cc1c(NC(=O)CN2CCC(C(N)=O)CC2)cccc1[N+](=O)[O-]	?	-2%	0%	-1	-16%[56.9 µM]	-3%	-7%	-13%	-19%
O=C(Nc1ccc(S(=O)(=O)Nc2cnc3ccccc3n2)cc1)c1ccc(F)cc1	nt	nt	-17%	-6	?	?	nt	-23%	-19%
O=S(=O)(NCCN1CCOCC1)c1ccc(Cl)s1	-6%	-3%	5%	-3	3%	3%	2%	3%	-19%
CCNc1nc(NCC)n2c(SCC(=O)Nc3ccc(Br)cc3F)nnc2n1	nt	nt	-5%	-3	?	?	?	-36%	?
COC(=O)c1ccc(C2NC(=S)N(c3ccccc3)C(C)=C2C(=O)Nc2ccccc2OC)cc1 (stereo not given)	-8%	-22%	2%	-10	31%	?	-2%	-17%	-13%
N#CCSc1nnc2ccc3ccccc3n12	0%	5%	10%	0	8%	10%	-1%	-15%	2%
O=C(CCC1CCCN(C(=O)C2CCCC2)C1)NCc1ccc(F)c(F)c1 (stereo not given)	53%	-14%	13%	-5	14%	-2%	0%	0%	-7%
S=C(c1cn(CCOc2ccccc2)c2ccccc12)N1CCCC1	-4%	-3%	-2%	-4	-16%	0%[57.4 µM]	17%	-3%	1%
O=C(Cn1cccn1)N1CCCC(N2CCN(c3ccccc3F)CC2)C1 (stereo not given)	25%	-3%	4%	-4	2%	0%	23%	-15%	-4%
CC(=O)Nc1cccc(NC(=O)COc2nncc3ccccc23)c1	?	-1%	7%	-6	-25%	-19%	2%	3%	-13%

From PubChem BioAssay

The list is partial, so the mix of outcomes need not match the whole.
